MBNL1 CUG block = MBNL1-poly(CUG) RNA binding inhibition | Q9NR56 | TR-FRET MBNL1-His/biotin-(CUG)12 binding, 665/545 ratio | Potency, µM (series often up to 57.5 µM), without a hit: at the top dose activity change, negative = inhibition, hits mostly inhibitors | 0.036% of 280,000 active; active = well fitted inhibition curve with a large enough effect in the signal ratio, with a control signal flat, not every such curve was filed as active; inconclusive = small, poorly fitted or top-dose-only effect, or effect the other way, or a change in a side signal; inactive = no such curve, though single readings can be large or run the other way; the % refers to the signal ratio; also: potency is read from the fitted curve at half-maximal effect; % is scaled to controls: 0 for no effect and ±100 for the full control effect
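TR-FRET readout: Ex 340 nm, 665/545 nm emission ratio, normalized to buffer-only (basal) and MBNL1-(CUG)12 controls. Complex of MBNL1-His with Biotin-(CUG)12, compounds 92 nM–58 uM, incubated 60 min at room temperature.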
TRPV1 agonist = human TRPV1 agonism; 0.19% of 320,000 active; activation, % at 8.33 µM; Q8NER1; TRPV1-expressing cells, Fluo-8 calcium influx, agonist mode; in the data active = activation above about 80%; inconclusive = between about 30% and that limit; also: 0% is about no effect
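Cells expressing TRPV1 were dye-loaded with Fluo-8 and read kinetically: 10 s baseline, 3 min after compound (agonist portion), then 2 min after EC20 capsaicin (allosteric enhancer portion). Calcium-bound dye fluorescence at 480/520 nm.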
FBPA coupling cs = coupling enzyme interference in Giardia aldolase counter-screen; coupling enzyme system counterscreen, AmpLite Red fluorescence; activity change, negative = inhibition, % at 58.2 µM, hits read low; 0.67% of 290,000 active; in the data active = activity change below about -30%; also: % is scaled to controls: 0 for no effect and ±100 for the full control effect
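Counterscreen lacking aldolase: glyceraldehyde-3-phosphate coupling-enzyme reagent preincubated 10 min at RT with compound (at 57.5 uM final), then substrate/coupling system with AmpLite Red added; fluorescence read at 525/598 nm after 20 min RT.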
KCNH2 3.1 block = blocks the human KCNH2 3.1 channel isoform. U2OS KCNH2 3.1, thallium flux FluxOr; hits give low values. activity change, % (tested at about 1.8 µM). 0.95% of 340,000 active;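 active = maximum activity change below -70%; inconclusive = maximum activity change from -70% to -50%; inactive = maximum activity change above -50%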;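 also: thallium influx rate constant from kinetic fluorescence after stimulation buffer; % is scaled to controls: 0 for no effect and ±100 for the full control effect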
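Channel expression came from 3.1 mutant virus (1.77 x 10^8 /mL) applied to suspended U2OS cells for 4 h. Flux was tracked with FluxOr dye plus Red40 quencher, and kinetic rate constants normalized to controls.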
KCNH2 WT inh = inhibitors of human wildtype KCNH2 potassium channel | Q12809 | U2OS, BacMam KCNH2, thallium flux FluxOr; hits give low values | activity change, % at 1.84 µM | 0.37% of 340,000 active;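 active = maximum activity change below -70%; inconclusive = maximum activity change between -70% and -50%; inactive = maximum activity change above -50%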; also: % is scaled to controls: 0 for no effect and ±100 for the full control effect
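U2OS cells transduced with wild-type KCNH2 virus are loaded with FluxOr dye for 45 min, and thallium flux is measured in kinetic reads before and after stimulation buffer. Rate constants are normalized to DMSO controls.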
GALK inh = galactokinase (human) inhibition | P51570 | Purified GALK, Kinase-Glo residual ATP luminescence | Potency, µM (series often up to 57.5 µM), for the others: at the top dose activity change, negative = inhibition, usual class: inhibitors | 0.007% of 270,000 active | AID 1868; also: potency is read from the fitted curve at half-maximal effect; % is scaled to controls: 0 for no effect and ±100 for the full control effect
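Compounds were pin-transferred into ATP buffer (35 uM final), then GALK plus galactose (5 nM, 100 uM final) was added. After 1 h at room temperature, Kinase-Glo Plus was added and luminescence read after 10 min.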
S-ASM inh = blocks human secretory acid sphingomyelinase. placental ASM, HMU-PC fluorogenic substrate, 60 min. Potency, µM (series often up to 57.5 µM), for the others: top-dose activity change, negative = inhibition, most hits filed as inhibitors. P17405. 0.006% of 340,000 active. AID 504937; also: potency is read from the fitted curve at half-maximal effect
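HMU-PC0 cleavage (9 uM final) by human placental ASM, 60 min at 37 °C following 10 min compound exposure at RT; stopped at pH 10, fluorescence Ex 386/Em 447 nm.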
MLL CXXC-DNA inh = MLL CXXC-DNA interaction inhibition. Q03164. MLL-CXXC / FITC-HOXA9 DNA fluorescence polarization. Potency, µM (doses to about 115 µM), for inactives: at the top dose activity change, negative = inhibition, actives largely listed as inhibitors. 0.037% of 290,000 active; active = well fitted inhibition curve with a large enough effect in the polarisation, with a control signal flat, not every such curve was filed as active; inconclusive = small, poorly fitted or top-dose-only effect, or effect the other way, or a change in a side signal; inactive = no such curve, though single readings can be large or run the other way; the % refers to the polarisation; also: potency is read from the fitted curve at half-maximal effect
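Steps: dispense CXXC domain solution (7 uM) → pin compounds or unlabeled HOX-A9 DNA control → 5 min ambient → add FLSN-HOX-A9 solution (50 nM) → spin → 30 min ambient → fluorescence polarization. Tris pH 7.5/NaCl/DTT/BSA buffer.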
A-T KAP1 phos = potential ataxia-telangiectasia treatment. […] A-T fibroblasts, KAP-1 phosphorylation AlphaLISA; neocarzinostatin DNA damage 30 min before lysis. Potency, µM (titrated, usually from 57.5 µM), without a hit: top-dose activation, usual class: activators. 0.19% of 320,000 active. AID 485349; also: potency is read from the fitted curve at half-maximal effect; % of control where 0% means no effect; nearly all actives have a fitted effect of over 45% in size
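hTERT-immortalized A-T patient fibroblasts ([…]), 500 cells/well in OPTI-MEM, 1% FBS, got compounds for 60 min, then NCS for 30 min at 37C. Lysates were then assayed for phospho-KAP-1 by AlphaLISA (anti-pKAP1 donor, anti-KAP1 acceptor beads), 6 hr at 25C.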
Integrin act MD = activates integrin-mediated alleviation for muscular dystrophy; alpha7betagal myoblasts, beta-gal FDG fluorescence, 48 h; Potency, µM (top dose mostly 38.3 µM), for the others: top-dose activation, hits mostly activators; 0.064% of 350,000 active; AID 624291;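 also: potency is read from the fitted curve at half-maximal effect; 100% = response of the positive control SU9516; nearly all actives have a fitted effect of over 60% in size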
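Alpha7betagal+/- myoblasts (passage 13) were plated 16-24 hr, then exposed to compounds (1:260 dilution of DMSO stock) for 48 hours at 37C. After MPER lysis, β-galactosidase reporter activity was read as FDG fluorescence (ex 480/em 540) after 30 minutes.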
* marks the source's active call; other numbers are inactive results; i = inactive; ? = inconclusive; / = not tested or not shown; [ ] = remark or other dose. Unless noted, calls follow the shape of the dose curve; as a rule, active = well fitted curve in the direction sought with a large enough effect; inconclusive = small, poorly fitted or top-dose-only effect, or another doubt; inactive = no such curve, though single readings can be large; an effect the other way counts as inactive or inconclusive.

A first look:
SMILES | MBNL1 CUG block | TRPV1 agonist | FBPA coupling cs | KCNH2 3.1 block | KCNH2 WT inh | GALK inh | S-ASM inh | MLL CXXC-DNA inh | A-T KAP1 phos | Integrin act MD
Cn1c(=N)n(CC(O)c2cccs2)c2ccccc21 (stereo not given) | -9% | -2 | 2 | -1 | -17 | -4% | 2% | 9% | 0% | 11%
CCn1c(SCCC(C)C)nnc1-c1c[nH]c2ccccc12 | -10% | 22 | 0 | 7 | -25 | 1% | 0% | 1% | 9% | 20%

This part in full, repeating the preview:
SMILES | MBNL1 CUG block | TRPV1 agonist | FBPA coupling cs | KCNH2 3.1 block | KCNH2 WT inh | GALK inh | S-ASM inh | MLL CXXC-DNA inh | A-T KAP1 phos | Integrin act MD
Cn1c(=N)n(CC(O)c2cccs2)c2ccccc21 (stereo not given) | -9% | -2 | 2 | -1 | -17 | -4% | 2% | 9% | 0% | 11%
CCn1c(SCCC(C)C)nnc1-c1c[nH]c2ccccc12 | -10% | 22 | 0 | 7 | -25 | 1% | 0% | 1% | 9% | 20%
Cc1c(C(=O)N(C)Cc2nc3ccccc3c(=O)[nH]2)oc2ccccc12 | / | / | / | 4 | 0 | / | -2% | / | 6% | -14%
Cc1ccc(S(=O)(=O)c2nc(-c3ccccc3Cl)oc2NCCCN2CCOCC2)cc1 | 2% | 2 | / | / | 18 | -3% | -1% | 16% | 4% | 13%
COc1ccc(-c2cc(C(=O)N3CCN(c4ccccn4)CC3)c3ccccc3n2)cc1 | 2% | 6 | 1 | -8 | -9 | 2% | 0% | -19% | 4% | -17%
CCNc1nc(NCC)n2c(SCC(=O)N3CC4(C)CC3CC(C)(C)C4)nnc2n1 (stereo not given) | -7% | 0 | 1 | -1 | -31 | 5% | -3% | 6% | 3% | -19%
CC(=O)c1cccc(NC(=S)Nc2ccn(Cc3cccc4ccccc34)n2)c1 | -3% | 4 | 3 | -18 | 1 | 0% | -6% | 29% | -1% | 15%
Cc1ccc(S(=O)(=O)N(C)C)cc1NC(=O)c1ccccc1SCC(=O)N1CCCC1 | / | 2 | / | 7 | 3 | / | 7% | / | -2% | -15%
N#CC(C(=O)Nc1ccc(Cl)cc1)=C1Nc2ccccc2N1 | -11% | 4 | 1 | -5 | -6 | -2% | 0% | -4% | 11% | 11%
CCc1cccc(C)c1NC(=O)C1CCCN(S(C)(=O)=O)C1 (stereo not given) | 0% | 3 | 2 | 12 | -4 | 0% | 1% | 20% | 9% | -13%
O=C(C=C(O)c1ccc(Cl)cc1)C(=O)NNC(=O)C(O)(c1ccccc1)c1ccccc1 | / | / | / | 17 | 3 | / | -16% | / | / | -7%
CC(C)CC(=O)Nc1nnc(SCC(=O)NCc2ccc3c(c2)OCO3)s1 | -3% | 3 | 3 | 8 | 0 | 1% | 1% | -6% | 3% | -10%
CCc1nc2sc(C(C)=O)c(N)c2c2c1CCCC2 | ? | -1 | 0 | 1 | 5 | 4% | i | -12% | ? | ?
COc1ccc(CCNC(=O)c2cc(C3CC3)nc3c2cnn3C(C)C)cc1OC | / | ? | / | 0 | -21 | / | 0% | / | -8% | -2%
Cc1c(NC(=O)C(C)OC(=O)c2cccc(S(=O)(=O)N3CCOCC3)c2)c(=O)n(-c2ccccc2)n1C (stereo not given) | 5% | 6 | 3 | -6 | -2 | -1% | 3% | 15% | -1% | 7%
O=C(c1cn(-c2ccccc2)nc1-c1cccc(Br)c1)N1CCOCC1 | -8% | 10 | -3 | -9 | -1 | 9% | -2% | 2% | 5% | -7%
CCCCCCN1CC(C(=O)OCC)C(=O)C1=O (stereo not given) | / | 0 | 14 | -1 | -2 | 2% | 2% | 1% | 8% | -14%
Cc1nnc(NC(=O)CSc2ccccc2N)s1 | -1% | 0 | 1 | 4 | -6 | -5% | -3% | -8% | 2% | 14%
CC(C)C(=O)NC(=S)Nc1ccccc1C(=O)Nc1ccccc1 | 2% | -1 | 1 | 2 | -3 | / | 1% | 4% | -1% | 13%
CCCOP(=O)(c1ccc(N(C)C)cc1)C(O)c1ccc(Cl)cc1 (stereo not given) | -1% | 0 | 2 | -11 | -14 | / | -1% | -7% | 3% | 1%
CCCCn1c(=N)n(CC(=O)c2ccc(Br)s2)c2ccccc21 | 13% | 7 | 2 | -36 | 7 | 7% | -5% | 31%[activator] | 11% | -33%[inhibitor]
Cc1ccc(C)c(Cn2nc3c4ccccc4n(Cc4ccccc4)cc-3c2=O)c1 | 4% | 10 | 0 | 10 | -2 | -3% | 2% | 11% | -9% | -14%
O=C(CSc1nnc(-c2ccncc2)o1)Nc1cc(F)ccc1F | / | 1 | / | 38 | -14 | / | 1% | / | -1% | 4%
CCCc1[nH]nc2c1C(c1ccccc1OCC)C(C#N)=C(N)O2 (stereo not given) | -4% | 0 | -1 | -10 | -2 | 3% | 1% | 1% | 14% | 4%
COc1ccc(CCNCC(O)Cn2c3ccccc3c3ccccc32)cc1OC (stereo not given) | -3% | 13 | 1 | 2 | 20 | 0% | -1% | 20% | -3% | -62%[inhibitor]
CN(C(=O)COC(=O)c1cc(=O)[nH]c2ccccc12)c1ccccc1 | / | / | / | -3 | -7 | / | 24% | / | 17% | -14%
CCC(C)c1ccccc1NC(=O)COC(=O)CCc1cc(OC)c(OC)c(OC)c1 (stereo not given) | / | 1 | -5 | -7 | -2 | -5% | 3% | -6% | 3% | 3%
CCn1c(C)cc(/C=C2/NC(=O)N(c3ccccc3)C2=O)c1C | ? | -1 | 0 | 5 | -8 | 3% | 26% | -1% | -3% | ?
O=C(Nc1cccc2oc(=O)ccc12)c1ccc([N+](=O)[O-])cc1[N+](=O)[O-] | ? | 2 | -2 | 14 | -6 | / | -9% | 8% | 3% | 4%
S=C(Nc1ccccc1)Nc1ccc2ccccc2c1 | / | / | / | -2 | -2 | / | 2% | / | / | 0%
CC1CCN(CCC(=O)Nc2ccc(F)c(F)c2)CC1 | 4% | 4 | 1 | -2 | 6 | -4% | 1% | -10% | 7% | 11%
CCSc1nnc(-c2sc3nnc(-c4ccccc4)c(-c4ccccc4)c3c2N)o1 | 14% | ? | -2 | -19 | -16 | 5% | -6% | ? | 15% | 0%
CCOC(=O)C1CCCCN1S(=O)(=O)c1cc2c(cc1C)NC(=O)CO2 (stereo not given) | -9% | 5 | 0 | -13 | 2 | / | 3% | / | 0% | -22%
C=CCNc1nc(NCc2ccccc2)c(C#N)c2c1CN(C)CC2 | -2% | 1 | -7 | -42 | 7 | 10% | 270%[activator] | 7% | 5% | -23%
CCCn1c(C)cc(C(=O)CN2C(=O)c3ccccc3C2=O)c1C | / | / | / | 13 | -21 | / | -2% | / | / | -40%
CCOC(=O)CC(=O)CSc1nc2c(c(C)c1C#N)CCC2 | ? | 7 | 0 | -6 | -9 | 1% | 33% | -6% | / | 23%
CSc1ccc(CNC(=O)C2Cc3cc(S(=O)(=O)N4CCCC4)ccc3N2C(C)=O)cc1 (stereo not given) | 1% | 2 | / | 1 | -2 | -6% | 0% | 27% | 3% | -16%
Oc1ccc(-c2nnc(-c3ccc(O)cc3)nn2)cc1 | 26% | 1 | 0 | 2 | 2 | -1% | -2% | -3% | 0% | -18%
N#CC(c1ccccc1)c1ccc(=O)[nH]n1 (stereo not given) | 6% | 3 | -1 | 7 | i | 4% | 6% | -7% | 6% | 0%
O=C1c2oc3ccccc3c(=O)c2C(c2cccc(F)c2)N1CCCO (stereo not given) | ? | 10 | 7 | 2 | 0 | 5% | -1% | 3% | 12% | 4%
CNC(=O)COC(=O)c1cc(F)c(F)cc1Cl | -4% | -4 | 0 | -18 | -6 | 0% | 2% | 4% | 4% | 4%
Clc1ccc(-c2ccc(CN3CCCCC3)o2)cc1 | 3% | 5 | 1 | -20 | 28 | -3% | -1% | 0% | -1% | -8%
Cc1ccccc1-c1noc(-c2ccccc2F)n1 | -4% | 1 | -1 | -13 | -1 | 1% | -3% | -6% | 5% | -29%[7.66 µM]
COc1ccc(C(=O)NC2CCN(CC(=O)NCc3ccccc3F)CC2)cc1 | -6% | -2 | 0 | 23 | 3 | 7% | -1% | -1% | 2% | 15%
CCOc1cc(/C=N/Nc2cc(C)nc(-n3nc(C)cc3C)n2)ccc1O | / | 0 | 0 | -21 | / | 5% | 16% | 27% | 4% | -67%[inhibitor]
COc1ccc(NC(=O)CCCSc2ccccc2)cc1S(N)(=O)=O | -5% | -1 | 2 | -5 | 19 | 14% | -13% | 0% | -9% | -7%
c1ccc(-c2nnc(CN3CCCCC3)o2)cc1 | -4% | -2 | -1 | -6 | 1 | / | 3% | 41%[activator] | 45µM* | -35%
CCc1cc2c(-c3ccccc3)cc(=O)oc2cc1OC(C)C(C)=O (stereo not given) | 15% | ? | 2 | 3 | -13 | -2% | ? | -7% | 17% | 5%
